Bioassay records: PubChem BioAssay, several laboratories
Avidin bead fluor = compound fluoresces at 488/530 nm on avidin beads. AID 1775. compound fluorescence 488/530 nm, flow cytometry; active compounds read high. fluorescence (KMESF) at 10 µM. 0.38% of 220,000 active; in the data active means fluorescence above about 47; further: inactives centre near 10
Cdc42 wt = human Cdc42 wildtype GTP binding change, either direction. P60953. percent activity (GTP binding), % at 10 µM. GST-Cdc42 beads, Bodipy-GTP binding, flow cytometry; actives lie on both sides. 0.2% of 190,000 active;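 active means percent activity GTP binding at least 20 points away from the 100% baseline, either down as inhibitor or up as activator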;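 further: median bead fluorescence of bound Bodipy-FL-GTP at 100 nM; 0% = excess unlabeled GTP control and 100% = no compound control; below 100% means less GTP binding so inhibitor and above means activator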
Target sequence (P60953 whole entry, looked up): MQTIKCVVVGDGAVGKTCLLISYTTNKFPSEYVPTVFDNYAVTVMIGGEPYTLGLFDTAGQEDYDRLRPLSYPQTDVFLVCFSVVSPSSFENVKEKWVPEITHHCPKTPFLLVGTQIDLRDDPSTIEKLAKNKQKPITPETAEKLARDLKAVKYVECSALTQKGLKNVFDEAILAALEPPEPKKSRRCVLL
Pf gametocyte = kills late stage P. falciparum gametocytes | AID 743093 | P. falciparum stage V gametocytes, ATP luminescence, 24 h | inhibition, % at 10.9 µM | 0.065% of 150,000 active;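 active means inhibition above the mean plus 3 SD of compounds within the control limits, set per campaign, cut at about 38% in these data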;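 further: 0% = DMSO wells and 100% = medium only without gametocytes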
GSH fluor = compound fluoresces at 488/530 nm on GSH beads | GSH beads flow cytometry, compound fluorescence 488/530 nm; active compounds read high | fluorescence (KMESF) at 10 µM | 0.25% of 190,000 active; in the data active means fluorescence above about 89;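 further: glutathione beads carrying GST-tagged Bcl family fusion proteins plus one bare bead set; values are compound well signal with DMSO vehicle wells as background; inactives centre near 16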
Mcl1-Bid inh = Mcl-1/Bid interaction inhibition. Q07820. TR-FRET Mcl-1/Bid-Dy647 peptide binding, 1536-well. inhibition, % at 21.7 µM. 0.97% of 220,000 active;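 active means compounds that cut the binding signal by more than half at the single screening dose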;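 further: His-tagged Mcl-1 with europium anti-His antibody binding Bid BH3 peptide; 0% = Mcl-1 plus peptide wells and 100% = peptide-only wells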
Target sequence (Q07820 whole entry, looked up): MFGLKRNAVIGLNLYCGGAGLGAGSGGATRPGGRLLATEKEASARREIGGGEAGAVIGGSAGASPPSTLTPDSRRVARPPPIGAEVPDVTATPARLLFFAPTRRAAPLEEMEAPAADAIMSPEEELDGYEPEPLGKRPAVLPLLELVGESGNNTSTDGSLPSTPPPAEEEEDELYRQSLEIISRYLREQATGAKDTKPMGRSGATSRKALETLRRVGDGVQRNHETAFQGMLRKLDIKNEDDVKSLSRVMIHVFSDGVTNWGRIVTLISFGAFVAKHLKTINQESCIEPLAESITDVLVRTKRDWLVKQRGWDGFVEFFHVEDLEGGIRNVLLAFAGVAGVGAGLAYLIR
Mcl1 Noxa PPI = Mcl-1/Noxa interaction inhibition; Q07820; TR-FRET Mcl-1/Noxa peptide binding, 2 h; inhibition, % at 21.7 µM; 1.5% of 220,000 active; AID 1022;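 active means compounds that cut the protein-peptide binding signal by more than 50% relative to plate controls in a single-dose test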;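 further: His-tagged Mcl-1 with rhodamine Noxa BH3 peptide and terbium anti-His antibody; 0% = Mcl-1 plus Noxa peptide wells and 100% = peptide-only wells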
Rac1 mut GTP = modulators of GTP binding to human Rac1 activated mutant | GST-Rac1 activated beads, fluorescent GTP binding, flow cytometry; actives lie on both sides; 100% means binding = to untreated wells | percent activity (GTP binding), % at 10 µM | 0.11% of 190,000 active | AID 764;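 active means GTP binding at least 20 percentage points away from the 100% baseline, in either direction, so actives lie on both sides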
HRas wt GTP bind = human HRas wildtype GTP binding, change in either direction; 0.14% of 190,000 active; AID 759; GTP binding activity, % at 10 µM; P01112; GST-Ras wt beads, Bodipy-FL-GTP binding, flow cytometry; actives lie on both sides;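 active means GTP binding activity at least 20% away from the 100% baseline, either lowered as inhibitor or raised as activator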;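 further: 0% = unlabeled GTP competition control and 100% = no-compound control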
Target sequence (P01112 whole entry, looked up): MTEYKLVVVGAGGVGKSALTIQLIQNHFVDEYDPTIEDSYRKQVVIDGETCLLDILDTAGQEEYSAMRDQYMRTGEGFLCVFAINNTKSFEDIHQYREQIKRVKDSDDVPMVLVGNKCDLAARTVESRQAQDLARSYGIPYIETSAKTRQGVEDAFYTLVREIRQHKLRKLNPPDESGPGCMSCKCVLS
Rac1 wt GTP bind = alters GTP binding to wildtype human Rac1; GST-Rac1 beads, fluorescent GTP binding, flow cytometry; actives lie on both sides; 0 = cold GTP competed, 100 = untreated; AID 757; GTP binding activity (% of control), % at 10 µM; 0.27% of 190,000 active;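 active means GTP binding activity at least 20 points away from the 100% control level, either lower or higher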
Rab2 wt GTP = changes GTP binding to wildtype dog Rab2A, up or down | GTP binding activity, % at 10 µM | AID 760 | 0.19% of 190,000 active | P61105 | GST-Rab2 wt beads, Bodipy-GTP binding, flow cytometry;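 active means GTP binding activity at least 20 points away from 100%, either lowered or raised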;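 further: 0% = beads with excess unlabeled GTP and 100% = no-compound control corrected for plate trend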
Rab7 wt GTP bind = dog Rab7 wildtype GTP binding, inhibitors and activators; GST-Rab7 beads, fluorescent GTP binding, flow cytometry; actives lie on both sides; untreated = 100%, excess cold GTP = 0%; GTP binding activity (percent of control), % at 10 µM; 0.055% of 190,000 active; AID 758;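 active means fluorescent GTP binding to Rab7 beads changed by at least 20 points from the 100% baseline, either direction, mostly lower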;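 further: median green fluorescence of bound Bodipy-FL-GTP per Rab7 bead population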
* hit, by the source's call; . = not tested or not shown.

SMILES	Avidin bead fluor	Cdc42 wt	Pf gametocyte	GSH fluor	Mcl1-Bid inh	Mcl1 Noxa PPI	Rac1 mut GTP	HRas wt GTP bind	Rac1 wt GTP bind	Rab2 wt GTP	Rab7 wt GTP bind
O=C1NN=C(c2ccc(Cl)cc2)CC1c1c[nH]c2ccccc12 (stereo not given)	11	99.0	-13.2	13	-21.4	23.0	98.0	100.0	102.0	100.0	103.0
CCCCn1c(NC(=O)c2ccco2)c(S(=O)(=O)c2ccc(C)cc2)c2nc3ccccc3nc21	5	98.0	5.1	28	0.6	38.1	98.0	97.0	97.0	96.0	92.0
COCCCNC(=O)c1ccc(Cn2c(=O)c3ccccc3n(Cc3cc(C)ccc3C)c2=O)cc1	36	101.0	.	20	9.0	11.4	100.0	102.0	99.0	101.0	102.0
CCNC(=S)NS(=O)(=O)c1ccc(Cl)cc1	4	99.0	.	33	12.0	19.3	98.0	99.0	100.0	101.0	102.0
COc1ccc(NC(=S)NCCc2ccc(Cl)cc2)c(OC)c1	7	103.0	.	14	-82.2	-16.9	100.0	103.0	102.0	101.0	100.0
O=C1NC2(CCCCCC2)Oc2ccccc21	13	98.0	-14.0	25	-14.8	8.2	95.0	94.0	96.0	95.0	95.0
CCOC(=O)CSc1nc(-c2ccccc2)nc2ccc(C)cc12	9	94.0	2.4	24	-17.7	2.3	97.0	95.0	96.0	96.0	98.0
C=CCNc1nc(Cl)nc(Nc2ccc(OCC)cc2)n1	2	104.0	-20.1	5	-2.2	-4.8	102.0	105.0	101.0	101.0	103.0
CSCc1c(C(=O)Nc2ccc(N3CCOCC3)cc2)oc2ccccc12	13	103.0	31.5	26	-32.6	-5.8	98.0	101.0	102.0	104.0	98.0
Cc1nn(Cc2ccccc2)c(C)c1NC(=O)CSc1nc2c(c(C(F)(F)F)n1)CCc1ccccc1-2	16	84.0	.	4	63.6*	-14.9	88.0	85.0	75.0*	83.0	92.0
COC(=O)N1CCN(CCc2ccccc2)CC1	8	99.0	.	16	-19.5	9.1	96.0	97.0	97.0	96.0	97.0
Cc1cccn2c(=O)c3cc(C#N)c(=O)n(CC4CCCO4)c3nc12 (stereo not given)	12	96.0	.	31	-25.4	-6.5	91.0	98.0	98.0	93.0	95.0
Cc1cccc(C(=O)Nc2ccnc(-c3ccncc3)n2)c1	15	101.0	-2.4	15	-9.8	-6.0	99.0	99.0	100.0	99.0	100.0
CC(=O)Nc1cccc(N/C=C(\C=O)c2nc3ccccc3o2)c1	6	106.0	-11.7	10	-57.1	24.0	104.0	105.0	104.0	105.0	108.0
O=C(CSc1nnc(CCc2ccccc2)n1-c1ccc(Cl)cc1)NCc1ccccc1	6	99.0	.	33	5.0	4.3	98.0	99.0	102.0	97.0	98.0
Cc1nc2nc(C)c(CCC(=O)O)c(C)n2n1	6	101.0	.	40	-2.5	11.0	99.0	102.0	102.0	100.0	98.0
O=C(CCC1CCCN(Cc2ccc(O)c(Cl)c2)C1)NCc1ccccc1F (stereo not given)	12	102.0	-3.5	29	-33.6	18.5	98.0	100.0	103.0	100.0	99.0
COc1ccc(C(=O)Nc2ccc(N3CCOCC3)cc2)cc1OC	99*	100.0	.	35	-18.8	9.2	100.0	99.0	103.0	99.0	99.0
COC(=O)C1=CN(CCCN2CCCC2=O)C=C(C(=O)OC)C1c1ccccc1C(F)(F)F	11	100.0	.	28	-24.7	11.7	100.0	103.0	101.0	101.0	102.0
O=C(NC(Cc1ccc2c(c1)OCO2)C(=O)N1CCCC1C(=O)O)c1ccccc1 (stereo not given)	8	107.0	5.0	21	-6.2	5.0	101.0	105.0	104.0	105.0	100.0
O=C(Nc1cc(Cl)ccc1Oc1ccccc1)c1cnccn1	11	98.0	.	36	-3.4	11.1	98.0	96.0	97.0	95.0	96.0
CC(C(=O)O)N1C(=O)c2cccc3cccc1c23 (stereo not given)	18	99.0	12.2	34	5.0	6.5	97.0	100.0	105.0	99.0	100.0
CSc1nc(C)cc(NC(N)=O)n1	34	98.0	-12.1	23	-10.3	-0.5	97.0	96.0	100.0	98.0	97.0
CC(=O)c1cccc(NC(=O)COC(=O)CCc2ccc(S(=O)(=O)N3CCOCC3)cc2)c1	11	95.0	-9.1	22	-25.6	8.3	96.0	95.0	96.0	100.0	97.0
COc1ccc(CCNC(=O)COc2ccc(-c3ccc(C)cc3)cc2)cc1OC	11	98.0	.	28	-21.5	-9.4	97.0	98.0	99.0	100.0	98.0
CCc1ccccc1NC(=O)Nc1cccs1	5	98.0	1.5	18	-24.9	5.5	98.0	98.0	102.0	96.0	96.0
COc1ccc(Cc2nc3ccccc3n2CC(=O)N/N=C/c2ccc(O)cc2)cc1OC	8	101.0	0.5	11	-20.4	30.0	98.0	94.0	95.0	95.0	95.0
CCOc1cccc(C(=O)Nc2cccc(NC(=O)c3ccco3)c2)c1	14	99.0	1.9	13	11.3	20.8	97.0	98.0	99.0	98.0	102.0
Cc1ccnc(N2C(=O)c3ccccc3C2Nc2ccc3c(c2)OCCO3)c1 (stereo not given)	27	102.0	.	13	-18.9	6.5	100.0	100.0	106.0	99.0	101.0
Cc1cc(C(=O)c2ccccc2)nc2ccccc12	7	103.0	.	10	-1.1	8.2	102.0	102.0	109.0	101.0	99.0
CCOC(=O)c1c(C)[nH]c(O)c1C=Nc1ccccc1	19	98.0	.	40	-36.4	17.7	95.0	98.0	97.0	97.0	97.0
Cc1ccc(/C=N/NC(=O)Cc2cccs2)o1	5	104.0	1.8	12	-51.3	9.6	101.0	101.0	106.0	101.0	101.0
Cc1cc(=O)oc2cc(OC(C)C(=O)N3CCCc4ccccc43)ccc12 (stereo not given)	8	104.0	.	16	-5.2	-12.7	100.0	103.0	104.0	103.0	96.0
CCSc1nnc(NC(=O)CSc2nc(C)cc(C)n2)s1	11	101.0	10.1	44	3.6	3.3	98.0	102.0	106.0	101.0	100.0
O=C(CCC1CCCC1)Nc1ccccc1-c1ccccc1	13	102.0	.	24	-5.0	-9.3	100.0	102.0	105.0	101.0	101.0
CC(C(=O)NC(=O)NC1CCCCC1)N1CCN(c2ccccn2)CC1 (stereo not given)	11	101.0	.	14	-9.1	-4.8	98.0	102.0	99.0	101.0	99.0
c1ccc(Cc2noc(CN3CCCN(C4Cc5ccccc5C4)CC3)n2)cc1	13	94.0	9.2	14	45.2	44.7	94.0	98.0	100.0	96.0	102.0
Cc1ccc2nc(-c3ccccn3)cc(C(=O)N3CCN(c4ncccn4)CC3)c2c1	7	96.0	-1.4	36	-8.4	9.5	93.0	96.0	95.0	95.0	97.0
CCOC(=O)c1cc2oc(C)cc2n1CC(=O)OC1CCCCC1	11	96.0	0.3	22	-53.7	4.2	93.0	95.0	92.0	94.0	90.0
O=C(COC(=O)/C=C/C(=O)N1CCN(c2ccccc2)CC1)NCc1ccc(F)cc1	6	95.0	8.2	12	-38.2	-2.7	95.0	97.0	95.0	96.0	99.0

An excerpt of these results, as comma-separated lines:
Compound,Avidin bead fluor,Cdc42 wt,Pf gametocyte,GSH fluor,Mcl1-Bid inh,Mcl1 Noxa PPI,Rac1 mut GTP,HRas wt GTP bind,Rac1 wt GTP bind,Rab2 wt GTP,Rab7 wt GTP bind
CCOC(=O)c1c(C)[nH]c(O)c1C=Nc1ccccc1,19,98.0,.,40,-36.4,17.7,95.0,98.0,97.0,97.0,97.0
Cc1ccc(/C=N/NC(=O)Cc2cccs2)o1,5,104.0,1.8,12,-51.3,9.6,101.0,101.0,106.0,101.0,101.0

Remaining list, next part.
SMILES	Avidin bead fluor	Cdc42 wt	Pf gametocyte	GSH fluor	Mcl1-Bid inh	Mcl1 Noxa PPI	Rac1 mut GTP	HRas wt GTP bind	Rac1 wt GTP bind	Rab2 wt GTP	Rab7 wt GTP bind
CCC(C)Sc1nnc(CNC(=O)C23CC4CC(CC(C4)C2)C3)n1C1CCCCC1 (stereo not given)	12	90.0	.	12	17.9	30.4	95.0	99.0	102.0	96.0	97.0
O=C(CSc1nc2ccc([N+](=O)[O-])cc2[nH]1)c1ccc2ccccc2c1	35	96.0	.	16	29.5	62.5*	96.0	98.0	101.0	96.0	100.0
O=C(C1CCCCC1)N1CCC(CO)(Cc2ccccc2Cl)CC1	12	95.0	4.8	12	-6.3	4.8	96.0	101.0	103.0	95.0	102.0
C=CCn1cc(F)c(=O)n(CC=C)c1=O	5	102.0	3.2	23	4.8	17.9	99.0	99.0	102.0	99.0	99.0
Cc1nnc(NC(=O)c2c(F)cccc2F)s1	5	103.0	.	18	-10.5	0.3	101.0	103.0	107.0	101.0	99.0
COC(=O)C1=C(C)N(c2cccc(C)c2)C(=O)/C1=C\c1cccs1	9	98.0	-17.9	32	-7.3	10.6	95.0	99.0	97.0	95.0	97.0
O=C(NCCc1cccc(Cl)c1)c1cccc([N+](=O)[O-])c1	2	105.0	-3.0	8	-24.7	18.4	99.0	101.0	103.0	100.0	101.0
Cc1cc(C(=O)CSc2cccc[n+]2[O-])c(C)n1-c1ccccc1	10	100.0	-14.7	10	-35.8	-1.2	94.0	99.0	95.0	96.0	97.0
O=C(CCN1C(=O)c2ccccc2C1=O)Nc1sc2c(c1C(=O)NCc1ccco1)CCCC2	14	98.0	12.7	28	9.1	9.5	99.0	98.0	100.0	98.0	99.0
CCCCN(CC)Cc1ccc(CNC(=O)Nc2ccc(F)cc2)o1	13	102.0	.	13	-40.0	6.8	97.0	104.0	99.0	103.0	104.0
COC(=O)C(CCSC)NC(=O)Cn1ncc2c(=O)oc3ccccc3c21 (stereo not given)	7	100.0	.	18	-34.4	8.0	98.0	101.0	101.0	101.0	102.0
COc1ccc(/C=N/N2CCOCC2)cc1COc1ccc(F)cc1	9	100.0	-2.3	18	-22.8	9.7	96.0	101.0	97.0	102.0	105.0
Cc1ccc(OCC(=O)N/N=C/c2ccncc2)cc1	30	102.0	.	14	-3.0	9.1	98.0	100.0	101.0	99.0	98.0
CCS(=O)(=O)Nc1ccc(C2=NN(S(=O)(=O)c3ccc(F)cc3)C(c3ccco3)C2)cc1 (stereo not given)	15	100.0	14.1	20	17.1	12.5	96.0	98.0	100.0	99.0	95.0
Cc1c(C(=O)c2no[n+]([O-])c2C(=O)c2cnn(C)c2C)cnn1C	5	100.0	.	4	-27.5	-2.1	100.0	99.0	105.0	98.0	98.0
CC(=O)c1ccc(NC(=O)c2cc(Cl)sc2Cl)cc1	13	97.0	.	12	1.6	3.9	99.0	96.0	99.0	99.0	98.0
COc1ccccc1N1CCN(C(=O)c2oc3cc(C)c(C)cc3c2C)CC1	21	102.0	12.9	30	-15.1	6.0	99.0	98.0	103.0	98.0	100.0
Cc1ccc2c(c1)N(CC(=O)NCC1CCCO1)C(=O)C(C)O2 (stereo not given)	14	100.0	23.1	61	-3.5	15.0	101.0	100.0	97.0	101.0	93.0
Cc1c(Cl)cccc1-n1nnnc1-c1cccs1	30	97.0	0.9	26	4.4	15.1	96.0	98.0	101.0	98.0	101.0
